Compound activity deposited in PubChem BioAssay by Sanford-Burnham Center for Chemical Genomics.
mIAP activ – activators of mouse IAP, primary screen, biochemical, luminescence, uHTS; 330,000 compounds, 0.24% hits; activation factor at 10 µM; muIAP, CDP-Star luminescence, 30 min; hits give high values; 1 = vehicle-only enzyme signal, 0 = enzyme-free wells; intestinal alkaline phosphatase [Mus musculus];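 active = activation factor of at least 2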; note: the source names both 10 and 20 µM as test concentration; values of inactives mirror those of a sister screen read the other way
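Assay system: mouse IAP enzyme; Reagent: CDP-Star chemiluminescent phosphatase substrate; Compound: DMSO-dissolved test compounds; Incubation: 30 min, room temperature; Technique: luminescence from enzymatic CDP-Star hydrolysis; Controls: DMSO-only wells and no-enzyme negative control.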
MIN6 prolif – inducers of MIN6 beta-cell proliferation, primary screen, ATP luminescence, uHTS; MIN6 cells proliferation, ATPlite luminescence, 48 h; cells starved in 0.2% serum; 100% = growth in 10% serum; proliferation, % at 10 µM; 330,000 compounds, 0.29% hits; AID 2380, 2010;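 active = compounds whose signal lies at least 3.5 SD above the mean of all wells on their plate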;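 note: 0% = DMSO-treated cells in low-serum medium and 100% = 10% serum control; some compounds called inactive have numbers as strong as hits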
MPTP block – mitochondrial permeability transition pore inhibitors, primary screen, biochemical, isolated mouse mitochondria, absorbance; Ca2+ swelling absorbance, 30 min; AID 602449, 2012; 360,000 compounds, 1.4% hits; inhibition, % at 10 µM;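 active = inhibition of 50% or more, scaled per plate between neutral and stimulator controls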;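 note: 0% = DMSO wells given calcium and 100% = 1 mM EGTA wells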
hIAP inh – human IAP inhibitors, primary screen, biochemical, luminescence, uHTS | purified IAP, CDP-Star luminescence, 30 min | Intestinal-type alkaline phosphatase (Homo sapiens), P09923 | 330,000 compounds, 0.12% hits | inhibition, % at 10 µM;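 active = inhibition reaching a set limit with compound at 10 µM in the primary screen, cut at about 35% in these data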;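 note: plate controls were DMSO wells with enzyme for no effect and no-enzyme buffer wells for full effect; values of inactives mirror those of a sister screen read the other way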
hIAP activ – human IAP activators, primary screen, biochemical, luminescence, uHTS; 330,000 compounds, 0.16% hits; purified human IAP, CDP-Star luminescence, 30 min; hits give high values; 1 = vehicle-only enzyme, 0 = enzyme-free background; Intestinal-type alkaline phosphatase (Homo sapiens), P09923; activation factor at 10 µM;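 active = activation factor of the enzyme at least 2-fold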; note: the source names both 10 and 20 µM as test concentration; values of inactives mirror those of a sister screen read the other way
APOBEC3G inh – APOBEC3G DNA deaminase inhibitors, primary screen, biochemical, fluorescence, single-stranded DNA substrate, uHTS; 330,000 compounds, 0.28% hits; inhibition, % at 20 µM; recombinant A3G, ssDNA deamination FAM/TAMRA fluorescence;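 active = inhibition of at least 40% at 20 µM, with no more than 30% in the related APOBEC3A deaminase screen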;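 note: plate controls were DMSO wells with A3G for no effect and wells lacking A3G enzyme for full effect; some compounds called inactive have numbers as strong as hits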
Target sequence (Q9HC16 whole entry, looked up): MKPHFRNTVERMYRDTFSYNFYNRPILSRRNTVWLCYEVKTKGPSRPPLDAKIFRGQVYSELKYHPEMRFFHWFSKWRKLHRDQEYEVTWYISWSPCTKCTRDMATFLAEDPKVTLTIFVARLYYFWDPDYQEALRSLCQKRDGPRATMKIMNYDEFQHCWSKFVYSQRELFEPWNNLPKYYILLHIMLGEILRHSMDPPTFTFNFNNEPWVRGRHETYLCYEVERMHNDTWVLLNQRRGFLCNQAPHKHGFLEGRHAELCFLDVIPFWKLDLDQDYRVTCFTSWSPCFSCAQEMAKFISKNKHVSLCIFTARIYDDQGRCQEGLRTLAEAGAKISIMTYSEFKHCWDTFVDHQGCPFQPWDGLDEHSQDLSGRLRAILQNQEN
A3A deaminase – APOBEC3A ssDNA deaminase inhibitors, primary screen, selectivity assay for APOBEC3G inhibitor project, biochemical, FAM/TAMRA oligo cleavage fluorescence; DNA dC->dU-editing enzyme APOBEC-3A (Homo sapiens), P31941; recombinant A3A, FAM/TAMRA ssDNA deamination fluorescence; inhibition, % at 20 µM; 330,000 compounds, 0.41% hits;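 active = at least 40% inhibition at 20 µM here, with at most 30% in a related deaminase screen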;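 note: plate controls were A3A with DMSO for no effect and wells lacking A3A enzyme for full effect; some results filed as inactive read as strong as hits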
Target sequence (P31941 whole entry, looked up): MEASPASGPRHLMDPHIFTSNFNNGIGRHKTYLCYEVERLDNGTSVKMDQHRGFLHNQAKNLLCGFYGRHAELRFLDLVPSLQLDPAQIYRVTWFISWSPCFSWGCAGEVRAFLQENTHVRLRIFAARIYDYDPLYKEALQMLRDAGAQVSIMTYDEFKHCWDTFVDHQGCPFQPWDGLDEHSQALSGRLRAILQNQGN
NR3A LBD binder – binders of NR3A ligand-binding domain, primary screen, biophysical, differential scanning fluorimetry, uHTS; Glutamate receptor ionotropic, NMDA 3A (GRIN3A) ligand-binding domain; Tm shift relative to glycine control, % at 25 µM; 340,000 compounds, 2.5% hits; NR3A LBD differential scanning fluorimetry, Tm shift; 0% = protein alone, 100% = glycine-bound protein;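 active = melting temperature shift of at least 10% of the positive control shift, at one fixed dose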
mIAP block – inhibitors of mouse IAP, primary screen, biochemical, luminescence, uHTS. intestinal alkaline phosphatase [Mus musculus]. purified mouse IAP, CDP-Star luminescence, 30 min. inhibition, % at 10 µM. 330,000 compounds, 0.2% hits. AID 2806, 2010;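 active = inhibition of at least 40% at 10 µM in the primary screen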;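 note: plate controls were DMSO with enzyme for no effect and no enzyme wells for full effect; values of inactives mirror those of a sister screen read the other way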
* = called active by the depositor.

`CCOC(=O)N1CCN(C(=O)C(C)n2nc(C)n3c(cc4sccc43)c2=O)CC1` (stereo not given) gave mIAP activ 0.98, MIN6 prolif -2, MPTP block 0.6, hIAP inh -1, hIAP activ 1, APOBEC3G inh 2, A3A deaminase 3, NR3A LBD binder 1 and mIAP block 2.
Screening CCOc1cc(C(=O)NCCOC)ccc1OC returned mIAP activ 1, MIN6 prolif -4, MPTP block -3.2, hIAP inh -21, hIAP activ 1.2, APOBEC3G inh 0, A3A deaminase 3, NR3A LBD binder -2 and mIAP block -4.
`CCOc1ccccc1C(=O)Nc1nnc(COC)s1` gave mIAP activ 1.2, MIN6 prolif 1, MPTP block -1.5, hIAP inh -12, hIAP activ 1.1, APOBEC3G inh -7, A3A deaminase -4, NR3A LBD binder 2 and mIAP block -15.
For CC(=O)NC(CC(=O)N(C)Cc1cccc(Cl)c1Cl)c1ccccc1 (stereo not given) the results were mIAP activ 1.1, MIN6 prolif -1, MPTP block 0.5, hIAP inh 4, hIAP activ 0.96, APOBEC3G inh -13, A3A deaminase 9, NR3A LBD binder -2 and mIAP block -7.
O=C(Nc1cccc(S(=O)(=O)N2CCCCCC2)c1)C1CC(=O)N(c2ccc3c(c2)OCCO3)C1 (stereo not given) was read as mIAP activ 1, MIN6 prolif 5, MPTP block -0.8, hIAP inh 6, hIAP activ 0.94, APOBEC3G inh -4, A3A deaminase 1, NR3A LBD binder -3 and mIAP block -3.
For Cc1ccc(Nc2cc(=O)[nH]c(=O)[nH]2)cc1Cl the results were mIAP activ 0.99, MIN6 prolif -4, MPTP block -0.6, hIAP inh -7, hIAP activ 1.1, APOBEC3G inh -8, A3A deaminase -5, NR3A LBD binder -1 and mIAP block 1.
Cc1cccc(-c2nnc(-c3cccc(NC(=O)Cc4cccs4)c3)o2)c1 was read as mIAP activ 1, MIN6 prolif -4, MPTP block 19, hIAP inh -5, hIAP activ 1.1, APOBEC3G inh -5, A3A deaminase -5, NR3A LBD binder -9 and mIAP block -4.
O=C(O)CC1Oc2ccc(Cl)cc2NC1=O (stereo not given) was read as mIAP activ 0.96, MIN6 prolif -1, MPTP block -0.5, hIAP inh 2, hIAP activ 0.98, APOBEC3G inh 6, A3A deaminase 0, NR3A LBD binder 0 and mIAP block 4.
For CCc1ccccc1NC(=O)COc1cccc2ccc(C)nc12 the results were mIAP activ 0.94, MIN6 prolif 0, MPTP block -0.3, hIAP inh 2, hIAP activ 0.98, APOBEC3G inh 2, A3A deaminase 9, NR3A LBD binder 3 and mIAP block 6.
For COC(=O)CCCC(=O)N1CCCC(C(=O)c2ccc(OC)cc2C)C1 (stereo not given) the results were mIAP activ 0.96, MIN6 prolif 2, MPTP block -0.5, hIAP inh 4, hIAP activ 0.96, APOBEC3G inh -4, A3A deaminase 1, NR3A LBD binder 0 and mIAP block 4.
For CCc1cc(C(=O)NNC(=O)CCN2CCN(c3ccccc3)CC2)sc1C the results were mIAP activ 0.98, MIN6 prolif 13*, MPTP block -0.2, hIAP inh -34, hIAP activ 1.3, APOBEC3G inh 5, A3A deaminase 34, NR3A LBD binder -1 and mIAP block 2.
O=C(Nc1cc(F)ccc1F)C1CCCO1 (stereo not given) was read as mIAP activ 0.92, MIN6 prolif -1, MPTP block -1.8, hIAP inh -6, hIAP activ 1.1, APOBEC3G inh -5, A3A deaminase -5, NR3A LBD binder -15 and mIAP block 8.
`Cc1ccccc1-c1nc(P(=O)(c2ccccc2)c2ccccc2)c(N2CCOCC2)o1` gave mIAP activ 0.95, MIN6 prolif -1, MPTP block 4.1, hIAP inh -14, hIAP activ 1.1, APOBEC3G inh -6, A3A deaminase -2, NR3A LBD binder -5 and mIAP block 5.
Screening CCN(c1ccccc1)S(=O)(=O)c1ccc(C(=O)Oc2ccc(C(C)=O)cc2)cc1 returned mIAP activ 0.97, MIN6 prolif -2, MPTP block 0.2, hIAP inh 10, hIAP activ 0.9, APOBEC3G inh -13, A3A deaminase -1, NR3A LBD binder -9 and mIAP block 3.
Cc1ccnc(NC(=O)CNC(=O)c2ccc3c(c2)OCO3)c1 was read as mIAP activ 1, MIN6 prolif -1, MPTP block -0.5, hIAP inh -24, hIAP activ 1.2, APOBEC3G inh -4, A3A deaminase 0, NR3A LBD binder -1 and mIAP block -3.
For CCNS(=O)(=O)c1ccc(CCC(=O)N2CCOCC2)cc1 the results were mIAP activ 0.96, MIN6 prolif -1, MPTP block -0.1, hIAP inh -4, hIAP activ 1, APOBEC3G inh 0, A3A deaminase -3, NR3A LBD binder -1 and mIAP block 4.
For CSc1nc2ccc(S(=O)(=O)N(C)C)cc2s1 the results were mIAP activ 0.8, MIN6 prolif -1, MPTP block 0.9, hIAP inh 15, hIAP activ 0.85, APOBEC3G inh -4, A3A deaminase -2, NR3A LBD binder -2 and mIAP block 20.
`Nc1ccccc1-c1nnc2n1CCCCC2` gave mIAP activ 1.1, MIN6 prolif 1, MPTP block 0.6, hIAP inh -7, hIAP activ 1.1, APOBEC3G inh 0, A3A deaminase 2, NR3A LBD binder -2 and mIAP block -10.
Screening Cc1ccc2[nH]c(=O)c3cc(C(=O)NCC4CCCO4)sc3c2c1 (stereo not given) returned mIAP activ 0.97, MIN6 prolif 0, MPTP block -1.1, hIAP inh 9, hIAP activ 0.91, APOBEC3G inh -2, A3A deaminase 1, NR3A LBD binder -1 and mIAP block 2.
Screening CCCCSCCCNC(=S)Nc1ccccc1C returned mIAP activ 1.1, MIN6 prolif -7, MPTP block 2.4, hIAP inh 0, hIAP activ 1, APOBEC3G inh -13, A3A deaminase 1, NR3A LBD binder 4 and mIAP block -5.
Screening CCN(CC)CCOC(=O)c1ccc(NC(=O)COc2cc(=O)n(CC)c3ccccc23)cc1 returned mIAP activ 0.99, MIN6 prolif -4, MPTP block 6.7, hIAP inh 14, hIAP activ 0.86, APOBEC3G inh -7, A3A deaminase 0, NR3A LBD binder -1 and mIAP block 1.
Screening CN(c1ccccc1)S(=O)(=O)c1cccc(C(=O)NCCc2ccc(O)c(O)c2)c1 returned mIAP activ 0.93, MIN6 prolif -4, MPTP block 1.3, hIAP inh 3, hIAP activ 0.97, APOBEC3G inh 2, A3A deaminase 5, NR3A LBD binder -13 and mIAP block 7.
`NC(=O)NC(=O)COC(=O)c1ccccc1OCc1ccc(F)cc1` gave mIAP activ 1.1, MIN6 prolif 0, MPTP block 2.1, hIAP inh 6, hIAP activ 0.94, APOBEC3G inh 0, A3A deaminase 6, NR3A LBD binder -1 and mIAP block -5.
COc1ccc(NC(=O)c2nc[nH]c2C(=O)N2CCN(C(=O)OC(C)(C)C)CC2)cc1 was read as mIAP activ 0.89, MIN6 prolif -3, MPTP block 0.6, hIAP inh -27, hIAP activ 1.3, APOBEC3G inh -10, A3A deaminase -3, NR3A LBD binder -8 and mIAP block 11.
For O=C(NC1CCCC1)C(c1ccccc1)N(C(=O)c1ccno1)c1cccnc1 (stereo not given) the results were mIAP activ 1, MIN6 prolif -1, MPTP block 1.2, hIAP inh 29, hIAP activ 0.71, APOBEC3G inh 0, A3A deaminase 1, NR3A LBD binder -1 and mIAP block -4.
COC(=O)C1=C(C)N(Cc2ccccc2)C(=NCC(C)C)N[C@H]1c1cccc(F)c1 was read as mIAP activ 1.1, MIN6 prolif -6, MPTP block 1.5, hIAP inh 15, hIAP activ 0.85, APOBEC3G inh 26, A3A deaminase 33, NR3A LBD binder -1 and mIAP block -13.
Screening Nc1nc(CN2CCOCC2)cs1 returned mIAP activ 0.98, MIN6 prolif -1, MPTP block -0.3, hIAP inh -30, hIAP activ 1.3, APOBEC3G inh -9, A3A deaminase -4, NR3A LBD binder 0 and mIAP block 2.
For NC(=O)C1CCN(CC(=O)Nc2ccccc2Sc2ccc(Cl)cc2)CC1 the results were mIAP activ 1, MIN6 prolif 0, MPTP block -10, hIAP inh 13, hIAP activ 0.87, APOBEC3G inh -3, A3A deaminase 2, NR3A LBD binder -7 and mIAP block -5.
Screening Cc1cc2nc3c(nc2cc1C)C1(C(=O)O)CCC3(C)C1(C)C (stereo not given) returned mIAP activ 1.1, MIN6 prolif -1, MPTP block -4.0, hIAP inh 2, hIAP activ 0.98, APOBEC3G inh 8, A3A deaminase 4, NR3A LBD binder 6 and mIAP block -5.
COc1ccc(O)c(/C=N/Nc2nc3ccccc3[nH]2)c1 was read as mIAP activ 0.91, MIN6 prolif 0, MPTP block -0.5, hIAP inh -16, hIAP activ 1.2, APOBEC3G inh -6, A3A deaminase -2, NR3A LBD binder -2 and mIAP block 9.
For CCc1ccc(C2=NN(S(C)(=O)=O)C(c3cccs3)C2)cc1 (stereo not given) the results were mIAP activ 1.1, MIN6 prolif -1, MPTP block 2.9, hIAP inh 3, hIAP activ 0.97, APOBEC3G inh 1, A3A deaminase 2, NR3A LBD binder -4 and mIAP block -7.
Screening CCOc1cccc(CNc2nnnn2C)c1 returned mIAP activ 0.95, MIN6 prolif -1, MPTP block -1.0, hIAP inh -4, hIAP activ 1, APOBEC3G inh -9, A3A deaminase -9, NR3A LBD binder -2 and mIAP block 5.
For O=C(COC(=O)COc1ccc2c(c1)CCC2)Nc1ccccc1C(F)(F)F the results were mIAP activ 1.1, MIN6 prolif 1, MPTP block -1.0, hIAP inh 0, hIAP activ 1, APOBEC3G inh -6, A3A deaminase -2, NR3A LBD binder 1 and mIAP block -6.
`COc1ccc(CNC(=O)[C@@H](NC(=O)C2CCN(S(=O)(=O)c3ccc(C)cc3)CC2)C(C)C)cc1OC` gave mIAP activ 1.1, MIN6 prolif -2, MPTP block 1.6, hIAP inh -48, hIAP activ 1.5, APOBEC3G inh -4, A3A deaminase -2, NR3A LBD binder 2 and mIAP block -11.
COc1ccccc1/C=C/C(=O)NC(=S)Nc1ccc(S(=O)(=O)N(C)c2ccccc2)cc1 was read as mIAP activ 0.81, MIN6 prolif 1, MPTP block -1.2, hIAP inh -12, hIAP activ 1.1, APOBEC3G inh -9, A3A deaminase -8, NR3A LBD binder -22 and mIAP block 19.
Screening CN(C)S(=O)(=O)c1cccc(NC(=S)Nc2ccc(Cl)cc2Cl)c1 returned mIAP activ 0.98, MIN6 prolif -2, MPTP block 90*, hIAP inh -7, hIAP activ 1.1, APOBEC3G inh -5, A3A deaminase -1, NR3A LBD binder 2 and mIAP block 2.
For COc1ccc(S(=O)(=O)N(C)C[C@H]2Oc3ccc(NC(=O)Nc4ccccc4)cc3C(=O)N([C@H](C)CO)C[C@@H]2C)cc1 the results were mIAP activ 3.1*, MIN6 prolif -4, MPTP block 0.0, hIAP inh 2, hIAP activ 0.98, APOBEC3G inh -7, A3A deaminase 0, NR3A LBD binder 2 and mIAP block -208.
